Screening results: PubChem BioAssay, Broad Institute
ERAP1 HTS inh: ERAP1 (human) enzyme inhibition | Q9NZ08 | recombinant ERAP1, Leu-AMC fluorescence, 60 min | inhibition, % at 10.7 µM | 0.15% of 340,000 active | AID 652197;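 active means mean replicate inhibition of at least 30%, or all replicates individually reaching that 30% level; inactive means mean below 30% and not every replicate reaching it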;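 further: 0% = neutral control wells and 100% = L-leucinethiol positive control wells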
E-sel inducer: induces E-selectin expression in human endothelial cells. P16581. HUVEC E-selectin immunofluorescence imaging; normalized: neutral wells 0, TNF-alpha wells 100. activation, % at 7.58 µM. 0.37% of 260,000 active. AID 686992;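 active means mean E-selectin-positive cell signal at least 10% of the positive control, reached in at least 60% of replicates, without over 20% cell loss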;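 further: in these data hits start at about 27%; measured in HUVEC primary endothelial cells; signal is the percent of cells scored E-selectin positive by PE staining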
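Material: HUVEC primary endothelial cells; Amount: 3,000 cells per well; Dosing: single concentration; Medium: EGM-2 growth medium on 0.1% gelatin-coated wells; Read-out basis: percent E-selectin-positive cells; Signal: immunofluorescence imaging; Control set: TNF-alpha, DMSO.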
Cneo AK release: causes C. neoformans cell lysis | AID 651654 | lysis activity, % at 15 µM | 0.2% of 360,000 active | adenylate kinase release luminescence, 4 h; normalised: neutral wells 0, clomiphene wells 100;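 active means mean lysis activity across replicates of at least 80%, whatever share of replicates individually reach that level; inactive means mean lysis activity below 80%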
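Material – Cryptococcus neoformans yeast cells · Quantity – 5 × 10^6 yeast cells/mL · Buffer or medium – YPD medium · Compound – single dose · Timing – 4 h static compound exposure, 37 °C, read 1 h post-reagent · Signal – adenylate kinase release luminescence · Read-out basis – lysis from increased AK signal · Benchmarks – Clomiphene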
PglD inh: blocks C. jejuni PglD acetyltransferase activity. purified PglD enzyme, DTNB colorimetric CoA detection. inhibition, % at 12.5 µM. 0.098% of 360,000 active. AID 602405; in the data active means inhibition above about 16%, passing the limit was not always enough; further: strong numbers were not always called active
RAD52 anneal inh: inhibitors of human RAD52 DNA annealing; AID 651710; 0.46% of 360,000 active; P43351; recombinant RAD52 DNA annealing, FRET fluorescence; inhibition, % at 18.7 µM;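 active means every replicate showing at least 50% inhibition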
PGC1a acetyl inh: PGC1a acetylation modulation, inhibitor mode | U2OS PGC1a acetylation, AlphaScreen anti-acetyl-lysine; with virally co-expressed GCN5 acetyltransferase | inhibition, % at 15.6 µM | 0.17% of 350,000 active;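 active means every replicate shows inhibition of at least 40%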;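 further: 0% = neutral control wells and 100% = positive control wells; some results beyond the cut were filed as inactive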
RAD54 inh: blocks human RAD54 Holliday junction branch migration; Q92698; FAM/BHQ fluorescence; inhibition, % at 10.4 µM; 0.14% of 360,000 active;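 active means mean normalized replicate activity at least 40 and at least half of replicates scoring 40 or more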;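 further: 0% = median of neutral control wells and 100% = median of positive control wells; inhibitors cause a drop in the FAM fluorescence signal; in these data hits start at about 50%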
Target sequence (Q92698 whole entry, looked up): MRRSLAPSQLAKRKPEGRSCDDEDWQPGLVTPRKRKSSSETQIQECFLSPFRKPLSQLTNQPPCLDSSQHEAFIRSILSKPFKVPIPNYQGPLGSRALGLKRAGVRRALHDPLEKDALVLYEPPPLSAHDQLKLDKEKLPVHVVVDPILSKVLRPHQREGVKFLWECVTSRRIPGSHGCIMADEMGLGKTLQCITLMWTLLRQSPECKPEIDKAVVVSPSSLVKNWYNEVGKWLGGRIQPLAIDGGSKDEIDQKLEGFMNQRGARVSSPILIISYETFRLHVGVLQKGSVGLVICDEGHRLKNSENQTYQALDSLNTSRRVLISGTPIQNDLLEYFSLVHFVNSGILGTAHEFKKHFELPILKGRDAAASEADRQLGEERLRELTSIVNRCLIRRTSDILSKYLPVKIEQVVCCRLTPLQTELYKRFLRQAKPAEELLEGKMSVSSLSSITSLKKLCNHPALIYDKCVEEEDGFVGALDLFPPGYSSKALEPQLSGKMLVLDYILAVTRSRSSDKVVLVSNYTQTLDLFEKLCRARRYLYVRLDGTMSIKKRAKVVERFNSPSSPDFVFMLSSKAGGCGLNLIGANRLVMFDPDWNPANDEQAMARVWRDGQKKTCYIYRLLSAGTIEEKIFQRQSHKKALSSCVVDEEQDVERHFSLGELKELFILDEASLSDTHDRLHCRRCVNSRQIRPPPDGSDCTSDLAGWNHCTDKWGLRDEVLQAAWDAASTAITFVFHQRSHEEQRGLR
miR122 inh: inhibitors of miR-122 in Huh7 cells. Huh7 miR-122 Renilla luciferase sensor, 48 h; neutral wells = 0, positive control = 100. activation (reporter increase), % at 12.5 µM. 0.3% of 340,000 active;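 active means mean replicate activation score at least 90 and every replicate individually at or above 90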;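 further: higher luciferase means less miR-122 activity so hits act as miR-122 inhibitors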
Starred values were filed as active, the others as inactive; / = no result given; [ ] = another dose, or the depositor's remark.

cpd	SMILES	ERAP1 HTS inh	E-sel inducer	Cneo AK release	PglD inh	RAD52 anneal inh	PGC1a acetyl inh	RAD54 inh	miR122 inh
1	COC(=O)C[C@@H]1CC[C@@H]2[C@H](COc3ccc(NS(=O)(=O)c4ccccc4Cl)cc3C(=O)N2C)O1	-1	-0.1	7	9	14	/	1	/
2	Cc1ccc(NC(=O)N2CCCCC2)cc1NC(=O)N1CCCCC1	1	0.6	2	-5	-16	/	0	/
3	C[C@@H]1CN([C@@H](C)CO)S(=O)(=O)c2ccc(C#Cc3ccccc3F)cc2O[C@H]1CN(C)C	1	0.8	9	-1	-13	12	1	0[16.7 µM]
4	O=S(=O)(NCCNS(=O)(=O)c1ccccc1)c1ccccc1	/	1.1	8	-1	/	/	1	63
5	Cc1ccc(NC(=O)N2CCC(C(=O)NCC(C)C)CC2)cc1	/	/	2	5	/	3	8	-7
6	CCOC(=O)c1c(C)c(C(=O)NCCc2ccc(S(N)(=O)=O)cc2)c(C)n1CC	/	/	3	8	/	-6	0	0
7	C/C=C/c1ccc([C@@H]2[C@H](CO)N3CCCCN(S(=O)(=O)c4ccccc4)C[C@@H]23)cc1	-1	-0.2	0	0	27	-5	-1	0[16.7 µM]
8	Cc1c(NS(=O)(=O)N2CCCC2)c(=O)n(-c2ccccc2)n1C	/	/	-2	0	/	-2	-9	-3
9	CC(=O)N1CCN(C(=O)COc2ccc3oc4c(c3c2)CCCC4)CC1	-6	/	0	6	2	/	4	/
10	O=C(O)Cn1c(COc2ccc(Cl)cc2)nc2ccccc21	/	1.5	-5	8	3	5	-2	-4
11	CO[C@@H]1CN(C)C(=O)c2ccc(NC(=O)C3CC3)cc2OC[C@H](C)NC[C@@H]1C	0	0.8	11	5	-5	-1	-4	/
12	COc1ccc(C)cc1NC(=S)N1CCOCC1	-4	0.0	0	2	-11	/	-2	-6
13	N#C/C(=C/c1ccc(Sc2nc3ccccc3[nH]2)o1)c1cccc(Br)c1	/	/	-1	-16	/	-5	-5	2
14	CCOC(=O)C1(C)CCCN(C(=O)c2cccnc2SC)C1 (configuration not stated)	-1	0.9	0	8	4	/	2	3
15	C[C@@H]1CN([C@H](C)CO)C(=O)c2cc(NC(=O)Cc3ccccc3)ccc2O[C@H]1CN(C)C(=O)Nc1ccc(C(F)(F)F)cc1	1	-4.8	-1	-6	1	-6	-5	5[16.7 µM]
16	Cc1ccc(Cn2ccc(NC(=O)c3cc(-c4ccc5c(c4)OCO5)on3)n2)cc1	7	/	/	/	-15	2	/	-3
17	COC(=O)c1cccc(S(=O)(=O)N2CCC(c3nc4ccccc4o3)CC2)c1	-3	/	2	-3	-13	-6	7	-5
18	CCOc1ccc(N=Nc2c(C)noc2C)cc1	-5	-1.3	1	1	-4	4	-3	-4
19	CC1(C)CC(=O)C=C(NCC(O)c2ccccc2)C1 (configuration not stated)	1	/	0	-1	-7	29	8	13
20	CC1=C(C(=O)OCC(C)C)C(c2ccc(F)cc2)NC(=O)N1 (configuration not stated)	0	/	0	-2	-7	14	5	-4
21	COc1ccc(/C=N/n2cnnc2SCc2ccccc2)cc1	/	/	0	2	/	-19	6	6
22	O=C(C[C@H]1CC[C@H](NC(=O)Nc2ccc(F)cc2)[C@@H](CO)O1)NCc1cccc(F)c1	-1	-0.4	1	-1	-9	15	-9	/
23	Cc1cccc(NC(=O)CNC(=O)c2cccc(-n3cccc3)c2)c1C	4	4.9	2	3	-13	5	-1	1
24	COc1ccc(CNC(=O)Cn2c(=O)n(CC(=O)N3CCCCC3)c(=O)c3sccc32)cc1	-1	0.0	-1	5	-2	/	6	-1
25	O=C1C(=O)c2ccccc2C(O)=C1CC=C(Cl)Cl	0	-0.2	/	/	-2	4	/	1
26	O=C(Nc1ccc(F)c(Cl)c1)c1cc(C2CCCCN2C(=O)c2ccc(Cl)cc2)on1 (configuration not stated)	-6	-0.3	3	-2	-8	3	5	-5
27	O=c1c2ccccc2nc2oc3ccccc3n12	1	0.8	0	-3	-12	/	-1	/
28	Cc1ccc(S(=O)(=O)Cn2nnnc2C(CC(C)C)N2CCN(C(=O)c3ccco3)CC2)cc1 (configuration not stated)	/	-0.1	4	-2	/	-4	-18	8
29	Cc1ccc(NC(=O)CSc2nn(-c3ccc(Cl)cc3)c(=S)s2)cc1S(=O)(=O)N(C)C	0	/	-2	-1	-74	2	7	8
30	O=C(c1ccc(Cn2ccc([N+](=O)[O-])n2)cc1)N1CCN(Cc2ccccc2)CC1	3	-0.6	/	/	6	10	/	/
31	Nc1cccc2c(O)cc(S(=O)(=O)O)cc12	/	/	-1	3	/	1	-34	-1
32	N#CC1(NC(=O)COC(=O)Cn2[nH]c(=O)c3ccccc3c2=O)CCCCC1	0	-1.1	-3	0	-9	/	11	-11
33	CO[C@@H]1CN(C)C(=O)c2ccc(NC(C)=O)cc2OC[C@H](C)N(C(=O)c2ccccc2)C[C@H]1C	3	-0.2	-5	1	9	9	-10	/
34	CCCc1nnc(NC(=O)CCC(=O)N2CCN(c3ccccn3)CC2)s1	/	/	5	4	/	17	-8	1
35	COc1ccc(CCNC(=O)CC2SC(=NCCC(C)C)NC2=O)cc1OC (configuration not stated)	1	3.2	-3	-7	-12	14	-3	-5
36	C[C@@H]1CN([C@@H](C)CO)C(=O)c2cc(-c3cncnc3)cnc2O[C@@H]1CN(C)Cc1ccc(F)cc1	0	0.3	-2	-3	-2	10	-3	-3[16.7 µM]
37	COc1ccc(S(=O)(=O)N2C[C@H](O)COC[C@@H]3O[C@@H](CC(=O)NCc4ccc(Cl)c(Cl)c4)CC[C@H]32)cc1	2	0.2	-3	1	1	-7	5	6[16.7 µM]
38	CCC(=O)N(C)C[C@@H]1Oc2ncc(C#CC(C)C)cc2C(=O)N([C@H](C)CO)C[C@@H]1C	/	0.0	59	15	14	0	-9	/
39	Cc1ccc(-c2csc(NC(=O)CCNC(=O)c3ccccc3Cl)n2)cc1	-2	0.4	/	/	-20	-1	/	-9
40	Cc1nc(NC(=O)c2ccco2)sc1C(=O)Nc1ccc(Br)cc1	/	/	8	2	/	-12	0	8
41	COc1ccc2c3c([nH]c2c1)[C@@H](CO)N(Cc1cccc(F)c1)CC31CN(C(C)=O)C1	-6	-0.4	/	/	-41	16	/	/
42	O=[N+]([O-])c1cccc(Cl)c1NCCNS(=O)(=O)c1ccccc1	/	/	1	-7	/	-2	-4	31
43	Cc1ccc(C)c(NC(=O)CSc2nc(C)cc(C)c2C#N)c1	/	/	0	3	/	18	1	-1
44	CCOC(=O)C1=C(C)NC(=O)/C1=C\N(C)C	-4	/	/	/	-50	10	/	4
45	COc1ccccc1C(=O)N/C(=C\c1ccc(Br)cc1)C(=O)NCCO	/	/	1	1	/	/	4	-14
46	Cc1cc(=O)oc2c(C)c(OCC(=O)NCC3CCC(C(=O)O)CC3)ccc12 (configuration not stated)	8	/	0	-3	-3	1	3	-3
47	CCNC(=O)C1(C)CCCN(C(=O)c2ccc3ccccc3n2)C1 (configuration not stated)	0	/	-1	-2	2	4	1	0
48	CCC(CC)=N/N=C/c1c(O)n(CC)c2cc(C3=NNC(=O)CC3)ccc12	/	/	7	0	/	3	-14	-1
49	COc1ccc(-c2noc(CN(C)C(=O)CCN3C(=O)[C@H]4CC=CC[C@H]4C3=O)n2)cc1	-6	/	1	0	-20	-7	7	-11
50	Cc1cccc(CSCC(=O)NCc2ccc(S(N)(=O)=O)cc2)c1	-2	-0.2	5	-4	5	-10	4	-2
51	C#CCn1c(=NC(=O)CSCC(=O)N2CCOCC2)sc2ccccc21	1	/	4	-6	-13	1	-10	7
52	CN1CCN(C(=O)C[C@H]2C[C@@H]3c4cc(NC(=O)NC5CCCCC5)ccc4O[C@@H]3[C@@H](CO)O2)CC1	-2	0.0	6	3	3	0	9	3[16.7 µM]
53	Cn1c2ccccc2c2cnn(CC(=O)Nc3ccc(F)cc3F)c(=O)c21	-1	/	2	-4	-25	-3	-6	4
54	O=C1CCc2cc(S(=O)(=O)NC3CCCCC3)ccc2N1	3	6.6	-1	3	8	9	-13	5
55	CCNC(=O)COC(=O)c1cc(-c2ccc(OC)cc2)nc2ccccc12	/	/	-2	0	/	-26	3	2
56	COc1ccc(CNC(=O)N2CCc3ccccc3C2)cc1Cl	-2	-0.3	-2	4	-9	0	8	0
57	CCCC#Cc1cnc2c(c1)C(=O)N([C@H](C)CO)C[C@H](C)[C@H](CN(C)C(=O)c1cnccn1)O2	1	-0.1	-1	2	-1	7	-1	8[16.7 µM]
58	O=C(CN1CCN(c2ccccc2O)CC1)Nc1ccnn1C1CCCC1	2	-0.1	-1	-8	-21	1	4	4
59	O=C(CC1SC(N2CCCCC2)=NC1=O)Nc1ccc(C(=O)NCCc2ccc(F)cc2)cc1 (configuration not stated)	-1	/	1	2	-5	-33	-5	/
60	Cc1cnc(NC(=O)CSc2ccccc2)s1	-2	/	-1	8	1	-12	-8	4
61	CS(=O)(=O)N(CCc1ccccc1)CC(=O)NCc1ccc(Cl)cc1	2	-0.2	/	/	-14	-5	/	/
62	CO[C@@H]1CN(C)C(=O)c2ccc(NS(C)(=O)=O)cc2OC[C@H](C)N(C(=O)CN(C)C)C[C@@H]1C	2	0.6	0	5	0	0	-1	-36[16.7 µM]

A draw from above in order of heavy-atom count, lowest first.
cpd	SMILES	ERAP1 HTS inh	E-sel inducer	Cneo AK release	PglD inh	RAD52 anneal inh	PGC1a acetyl inh	RAD54 inh	miR122 inh
60	Cc1cnc(NC(=O)CSc2ccccc2)s1	-2	/	-1	8	1	-12	-8	4
54	O=C1CCc2cc(S(=O)(=O)NC3CCCCC3)ccc2N1	3	6.6	-1	3	8	9	-13	5
42	O=[N+]([O-])c1cccc(Cl)c1NCCNS(=O)(=O)c1ccccc1	/	/	1	-7	/	-2	-4	31
50	Cc1cccc(CSCC(=O)NCc2ccc(S(N)(=O)=O)cc2)c1	-2	-0.2	5	-4	5	-10	4	-2
61	CS(=O)(=O)N(CCc1ccccc1)CC(=O)NCc1ccc(Cl)cc1	2	-0.2	/	/	-14	-5	/	/
45	COc1ccccc1C(=O)N/C(=C\c1ccc(Br)cc1)C(=O)NCCO	/	/	1	1	/	/	4	-14
48	CCC(CC)=N/N=C/c1c(O)n(CC)c2cc(C3=NNC(=O)CC3)ccc12	/	/	7	0	/	3	-14	-1
46	Cc1cc(=O)oc2c(C)c(OCC(=O)NCC3CCC(C(=O)O)CC3)ccc12 (configuration not stated)	8	/	0	-3	-3	1	3	-3
49	COc1ccc(-c2noc(CN(C)C(=O)CCN3C(=O)[C@H]4CC=CC[C@H]4C3=O)n2)cc1	-6	/	1	0	-20	-7	7	-11
62	CO[C@@H]1CN(C)C(=O)c2ccc(NS(C)(=O)=O)cc2OC[C@H](C)N(C(=O)CN(C)C)C[C@@H]1C	2	0.6	0	5	0	0	-1	-36[16.7 µM]
59	O=C(CC1SC(N2CCCCC2)=NC1=O)Nc1ccc(C(=O)NCCc2ccc(F)cc2)cc1 (configuration not stated)	-1	/	1	2	-5	-33	-5	/
52	CN1CCN(C(=O)C[C@H]2C[C@@H]3c4cc(NC(=O)NC5CCCCC5)ccc4O[C@@H]3[C@@H](CO)O2)CC1	-2	0.0	6	3	3	0	9	3[16.7 µM]
